KCNQ2 inh – KCNQ2 channel blockers in CHO-K1 cells – cell-based, FluxOR thallium flux, B-score, primary screen (AID 2156); 20 min; active compounds read low; B-score at 10 µM; 310,000 compounds, 1.1% hits;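 active = fluorescence ratio B-score at most minus 3 library SDs, with starting brightness B-score within 2 library SDs, cut at about -5.5 in these data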
Kir21 inh – blocks the mouse Kir2.1 inward-rectifier potassium channel; HEK293-Kir2.1, FluxOR thallium flux fluorescence; active compounds read low; 310,000 compounds, 0.85% hits; AID 1672; P35561; B-score at 10 µM;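 active = fluorescence ratio B-score at or below minus 3 SD of library scores, with starting-brightness B-score within 2 SD, cut at about -4.2 in these data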;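 also: channel flux triggered by added potassium and thallium sulfate stimulus; B-score of peak minus minimum fluorescence over baseline after thallium stimulus; more negative B-score means stronger Kir2.1 block with less thallium influx; some compounds called inactive have numbers as strong as hits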
Target sequence (P35561 whole entry, looked up): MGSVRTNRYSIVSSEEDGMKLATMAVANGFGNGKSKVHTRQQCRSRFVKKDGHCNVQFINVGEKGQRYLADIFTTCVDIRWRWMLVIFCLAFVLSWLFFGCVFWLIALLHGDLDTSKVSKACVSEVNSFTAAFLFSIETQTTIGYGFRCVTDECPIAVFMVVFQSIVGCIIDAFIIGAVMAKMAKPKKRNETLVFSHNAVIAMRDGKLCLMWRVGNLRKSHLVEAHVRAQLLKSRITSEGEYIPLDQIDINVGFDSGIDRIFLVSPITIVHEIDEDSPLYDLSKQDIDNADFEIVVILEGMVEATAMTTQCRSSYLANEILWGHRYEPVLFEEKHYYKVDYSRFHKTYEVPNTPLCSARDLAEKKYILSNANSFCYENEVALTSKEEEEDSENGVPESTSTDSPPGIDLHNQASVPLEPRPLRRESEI
The depositor's hits bear a star; i = inactive.

SMILES	KCNQ2 inh	Kir21 inh
COc1cc(CNCc2ccc(C(=O)O)cc2)ccc1OCc1ccc(F)cc1	i	-0.08
COc1cccc(N2CC(C(=O)Nc3ccc(C(=O)OC(C)C)cc3)CC2=O)c1 (stereo not given)	i	0.39
CCCOc1ccc(C(=O)NNC(=S)NC(=O)c2ccccc2[N+](=O)[O-])cc1	i	-0.53
COc1ccc(NC(=O)CCNS(=O)(=O)c2ccc3c(c2)c(=O)n(C)c(=O)n3C)cc1	i	1.4
CC1=C(C(=O)OCc2ccccc2)C(c2ccccc2Cl)NC(=O)N1CCCC(=O)O (stereo not given)	i	1.4
CC(C)N1CCN(C(=O)c2cccc(Cl)c2)CC1	i	-0.19
Cc1onc(-c2ccccc2Cl)c1C(=O)N/N=C(\N)COc1ccc(Cl)cc1	i	0.11
COc1ccc(NC(=O)CSc2nnc(-c3cccnc3)o2)c(OC)c1	i	-0.18
CCn1c2ccccc2c2cc(NC(=O)c3ccc([N+](=O)[O-])cc3)ccc21	i	1.3
O=c1cc(CSc2nnc(-c3ccccc3)o2)c2ccccc2[nH]1	i	0.77
Cc1ccc(NC(=O)C2(c3ccccc3)CCCC2)nc1	i	0.36
O=C(OCC(=O)N1N=C(c2ccc(Cl)cc2)CC1c1ccco1)c1ccco1 (stereo not given)	i	-0.78
O=C1CC(C(=O)Nc2cccc(F)c2)n2c(nc3ccccc32)N1 (stereo not given)	i	-0.24
COc1ccc(NC(=O)C(CC(=O)O)Cc2ccc(C)cc2)cc1 (stereo not given)	i	0.2
Cn1ncc(Br)c1NC(=O)CSc1ccc(Cl)cc1	i	-2.4
COc1ccc(C(C(C(=O)c2ccco2)N2CCOCC2)N2CCOCC2)cc1 (stereo not given)	i	0.49
COC(=O)c1ccc2c(c1)NC(=O)CS2	i	-1.8
Cc1ccc(C(=O)NCCN2CCOCC2)c(Cl)c1	i	0.02
CCNC(=S)N/N=C/c1cccs1	i	1
Cc1cccc(CSc2nnc(-c3cccs3)n2Cc2ccco2)c1	-6.1*	-1.6
CCOc1cc(NC(=O)c2ccccn2)c(OCC)cc1NC(=O)c1ccc(C)cc1	i	-0.54
CSCCC(NS(=O)(=O)c1cccc(C(F)(F)F)c1)C(=O)N(C)CCOc1ccc(Cl)cc1 (stereo not given)	i	0.04
CCNCCC(CCC(C)C)c1ccc2c(c1)OCO2 (stereo not given)	i	-1.2
O=C(O)c1ccc(NC(=O)c2cn(-c3ccccc3)nc2-c2ccc(Cl)cc2)cc1	i	0.18
CSCC[C@H](NC(=O)N1CCn2c1nc1ccccc12)C(=O)NCc1ccc2c(c1)OCO2	i	-1.2

The last 7 records of the section before are carried over, then new ones follow.
SMILES	KCNQ2 inh	Kir21 inh
CCNC(=S)N/N=C/c1cccs1	i	1
Cc1cccc(CSc2nnc(-c3cccs3)n2Cc2ccco2)c1	-6.1*	-1.6
CCOc1cc(NC(=O)c2ccccn2)c(OCC)cc1NC(=O)c1ccc(C)cc1	i	-0.54
CSCCC(NS(=O)(=O)c1cccc(C(F)(F)F)c1)C(=O)N(C)CCOc1ccc(Cl)cc1 (stereo not given)	i	0.04
CCNCCC(CCC(C)C)c1ccc2c(c1)OCO2 (stereo not given)	i	-1.2
O=C(O)c1ccc(NC(=O)c2cn(-c3ccccc3)nc2-c2ccc(Cl)cc2)cc1	i	0.18
CSCC[C@H](NC(=O)N1CCn2c1nc1ccccc12)C(=O)NCc1ccc2c(c1)OCO2	i	-1.2
O=C(CC1Nc2ccccc2NC1=O)NCCc1ccccc1 (stereo not given)	i	0.32
COCCN1C(=O)C(=O)/C(=C(/O)c2ccc(S(=O)(=O)N3CCOCC3)cc2)C1c1ccc(O)c(OC)c1 (stereo not given)	i	0.01
COc1ccccc1OCC(=O)Nc1nnc(C2CCCC2)s1	i	-1.4
CCCCN(CCCC)C(=O)CCS(=O)(=O)c1ccc2c(c1)n(C)c(=O)c(=O)n2C	i	-0.89
O=C(CN1C(=O)NC(Cc2c[nH]c3ccccc23)C1=O)NC1CC1 (stereo not given)	i	1.7
CCOC(=O)N1CCC(NC(=O)c2cc(C(=O)Nc3ccc(S(=O)(=O)N4CCCCC4)cc3)ccc2CO)CC1	i	0.01
COc1ccccc1OCCSc1nnc(CNC(=O)c2ccco2)n1C	i	-0.31
COCCN1CC(=O)N2C(c3cccc(C)c3)c3[nH]c4ccccc4c3C[C@H]2C1=O (stereo not given in full)	i	-1.5
Cc1cc(NC(=O)CSc2sc3c(O)cc(=O)[nH]c3c2C#N)ccc1Br	i	1.4
COC(=O)[C@H](Cc1ccccc1)NC(=O)N1CCN(c2ccc(F)cc2)CC1	i	1.5
COc1ccc(NC(=O)C2CC(=O)n3ncnc3N2)cc1 (stereo not given)	i	-1
CC1(C)CC(=NOC(=O)c2ccccc2)CC(C)(C)N1O	i	0.26
Cn1cccc1-c1nc2ccccc2[nH]1	i	0.77
CN(Cc1ccccc1)S(=O)(=O)c1ccc2[nH]c(=O)oc2c1	i	0.96
O=C(/C=C/c1ccc(F)cc1)Nc1cccc(S(=O)(=O)Nc2cccc(C(F)(F)F)c2)c1	i	-0.39
N#CCCN(Cc1cccnc1)C(=S)Nc1ccc(OC(F)F)cc1	i	1.5
O=C(O)c1cccc(NS(=O)(=O)c2ccc(Cl)c(C(=O)O)c2)c1	i	0.78
CC(=O)N1c2ccc(S(=O)(=O)N3CCCC(C(=O)Nc4cccc(Cl)c4)C3)cc2CC1C (stereo not given)	i	-0.5
COCCn1c(SCC(=O)Nc2ccc(S(=O)(=O)N3CCOCC3)cc2)nc2ccccc21	i	0.56
CCOC(=O)CN(C(=O)COc1nc(C)cc(C)c1C#N)c1ccc(Cl)cc1	i	-0.14
O=C(c1ccc(CSc2nc3ccncc3[nH]2)cc1)N1CCCCC1	i	1.5
CCOC(=O)c1c(S(=O)(=O)NCC(=O)NCc2ccccc2Cl)c(C)n(C)c1C	i	-0.24
Cn1cc(S(=O)(=O)Nc2cccc3ccccc23)c(=O)n(C)c1=O	i	0.03
CC1CCN(S(=O)(=O)c2cn(CC(=O)N3CC(C)CC(C)C3)c(=O)c3ccccc23)CC1 (stereo not given)	i	0.88
Cc1cc(/C=C2/C(=O)N(C)C(=S)N2C)ccc1N1CCCC1	i	5.6e-16

New compounds follow
SMILES	KCNQ2 inh	Kir21 inh
O=C1CS/C(=N/N=C\c2ccn[nH]2)N1	i	0.89
O=C(NNS(=O)(=O)c1ccc(F)cc1)c1cc2ccccc2cc1O	i	-0.11
COc1cccc(C(=O)NCCN2CCOCC2)c1	i	-0.04
C/C(=C\c1ccc(Br)cc1)C(=O)c1c(C)cc(C)[nH]c1=O	i	-0.15
c1ccc(C(c2ccccc2)N2CCN(Cc3nnnn3C3CCCCC3)CC2)cc1	i	0.45
O=c1c2ccccc2c(C=NCc2ccccn2)c(O)n1-c1ccccc1Cl	i	-0.33
Cc1ccsc1C(=O)N(c1nc2ccccc2s1)c1c(C)cccc1C	i	-0.55
Cc1ccc(C(=O)O)cc1-c1ccc(/C=C2/NC(=O)N(c3ccccc3)C2=O)o1	i	0.23
Cc1ccc(CN2CCCC(CO)(Cc3ccccc3C)C2)s1 (stereo not given)	i	-4.4*
COc1ccc(C)cc1NC(=O)C(Sc1nnc2ccccn12)c1ccccc1 (stereo not given)	i	1
N#Cc1c(N2C(=O)Nc3ccccc3N2O)sc2c1CCCCCC2	i	2.5
O=C(Nc1ccc(F)cc1)C1(S(=O)(=O)c2ccc(Cl)cc2)CC1	i	-1.4
COc1ccc(-c2noc(CCCC(=O)Nc3cccnc3)n2)cc1OC	i	0.73
Cc1[nH]c2ccc(C(=O)Nc3ccncc3)cc2c1C	i	0.22
CN(C)CCNC(=O)c1ccc(Sc2ccc(Br)cc2)c([N+](=O)[O-])c1	i	-1.7
NC(=O)N/N=C/c1ccc(-c2ccc([N+](=O)[O-])cc2)o1	i	0.18
CCOC(=O)N1CCN(C(=O)C(=O)Nc2sc3c(c2C#N)CC(C)(C)OC3)CC1	i	-0.35
CCc1ccc2c(c1)cc(CN(Cc1ccco1)C(C)=O)c1nnnn12	i	-0.1
CC(=O)Nc1cccc(C(=O)OCC(=O)Nc2ccc(Cl)cn2)c1	i	0.12
CCOC(=O)c1ccc(NC(=O)c2ccc3c(c2)C(=O)N(CC2CCCO2)C3=O)cc1 (stereo not given)	i	-0.07
CSc1ncccc1C(=O)OCc1c(F)cccc1Cl	i	1.9
Cc1c(C(=O)OCC(=O)Nc2ccc(C(=O)N(C)C)cc2)oc2ccccc12	i	0.09
CCCCN(C)C(=S)Nc1ccc(Oc2ccccc2)cc1	i	-0.64
COc1ccc(S(=O)(=O)N2CCN(CCCOc3ccc(F)cc3)CC2)cc1OC	i	0.89
CCOC(=O)C1=C(C)NC(=O)C(C#N)C1c1ccco1 (stereo not given)	i	0.14

(list continues)
SMILES	KCNQ2 inh	Kir21 inh
Cc1csc(N)n1	i	-1
Cc1nc2ccccn2c1C(=O)NNC(=S)Nc1ccccc1	i	-0.05
CC(C)CCNc1nc2c(cc1C#N)COC(C)(C)C2	i	2.1
CCc1ccc(S(=O)(=O)Nc2ccc(Br)cn2)cc1	i	1.5
O=C(NNC(=S)NCCCN1CCOCC1)c1ccncc1	i	0.97
CCSCc1nnc(SCC(=O)Nc2nc(C)cs2)n1C	i	-0.62
Cc1ccccc1OCCNC(=O)CSc1ccc(C(F)(F)F)cc1[N+](=O)[O-]	i	-1.3
COC(=O)C(NC(=O)CCc1c(C)nc2c(c(C)nn2-c2ccccc2)c1C)C(C)C (stereo not given)	i	-1.7
COc1ccc(CCNS(=O)(=O)CCNC(=O)c2ccccc2)cc1	i	-0.8
CC1(C)Cc2c(cnn2-c2cccc(F)c2)C(NC(=O)Cn2cccn2)C1 (stereo not given)	i	0.03
COc1ccc(N2CCN(C(=O)c3cccc4nc(C)oc34)CC2)cc1	i	-1.9
CCOc1ccc(Oc2c(C)oc3cc(O)ccc3c2=O)cc1	i	-0.04
CN1CCN(S(=O)(=O)c2ccc(Sc3nc4ccccc4[nH]3)c3nsnc23)CC1	i	1
COCCCN(CCC#N)C(=O)c1c(-c2c(Cl)cccc2Cl)noc1C	i	0.25
NC1=Nc2cccc3cccc1c23	i	-0.74
COc1ccc(CNC(=O)c2cc3c(=O)[nH]c4ccccc4c3n2C)cc1	i	1.2
Cc1cc(NCc2ccc(F)cc2Cl)n2nnnc2n1	i	1.2
CCCCn1c(N)c(N2CCOCC2)c(=O)n(CC(=O)NC(C)c2ccccc2)c1=O (stereo not given)	i	-0.02
COc1ccc(-c2cn3cccnc3n2)cc1Br	i	0.32
CCN(CC)S(=O)(=O)c1ccc(NC(=O)C2CCCO2)cc1 (stereo not given)	i	-0.05
Cc1ccc(OCC(=O)N/N=C\c2ccncc2)c(C)c1	i	0.26
O=C(Nc1nc2c(Cl)c(Cl)ccc2s1)C1CC1	i	-0.8
Cc1ccc(C)c(N2CCN(C(=O)CCCOc3cc(=O)n(C)c4ccccc34)CC2)c1	-6.4*	-0.63
CCOC(=O)C(Sc1nn(C)c(=S)s1)C(C)=O (stereo not given)	i	-0.05
CCOc1ccc(N(CC(=O)N/N=C(\C)c2cccc(NC(C)=O)c2)S(=O)(=O)c2ccccc2)cc1	i	-0.01

Not a retest: an excerpt of the list.
SMILES	KCNQ2 inh	Kir21 inh
Cc1ccccc1OCCNC(=O)CSc1ccc(C(F)(F)F)cc1[N+](=O)[O-]	i	-1.3
COC(=O)C(NC(=O)CCc1c(C)nc2c(c(C)nn2-c2ccccc2)c1C)C(C)C (stereo not given)	i	-1.7
COc1ccc(CCNS(=O)(=O)CCNC(=O)c2ccccc2)cc1	i	-0.8

The listing continues.
SMILES	KCNQ2 inh	Kir21 inh
Cc1nnn(C23C[C@@H]4C[C@@H](CC(C(=O)N5CCN(c6ccccc6)CC5)(C4)C2)C3)n1	i	1.7
Brc1ccc(/C=N/c2nc3ccccc3n2CCN2CCOCC2)cc1	i	-0.22
CC1(C)CC(=O)C(C=NCC(O)c2ccccc2)=C(O)C1 (stereo not given)	i	2.2
COc1ccccc1CNC(=O)c1cc(S(=O)(=O)N2CCCC2)cn1C	i	-1.3
CCOC(=O)N1CCN(CCC(=O)Nc2cc(OC)cc(OC)c2)CC1	i	-0.22
CN(CC(=O)Nc1ccncc1)S(=O)(=O)c1ccc(Br)cc1	i	1.8
O=C(NCc1cccnc1)C1CCCN(S(=O)(=O)c2ccc(Cl)cc2)C1 (stereo not given)	i	-0.19
O=C(Nc1cccnc1)C1(c2ccccc2)CCCC1	i	-2.6
COc1ccc(C(=O)N2CCN(S(=O)(=O)c3cc(Cl)ccc3OC)CC2)cc1	i	-1.4
C=CCN1C(=O)C2C3CC(=O)C(c4ccccc43)C2C1=O (stereo not given)	i	-1.7
CC1CN(C2CCN(C(=O)COc3ccccc3)CC2)CC(C)O1 (stereo not given)	i	-0.36
COc1ccc2nc(NC(=O)c3ccc(F)cc3)sc2c1	i	-0.02
COc1ccc(CNC(=O)C(C)Cc2ccccc2)cc1O (stereo not given)	i	-0.09
CC(C)(C)OC(=O)NC(=NCCCc1cn(CC(=O)N2CCN(C(=O)OC(C)(C)C)CC2)nn1)NC(=O)OC(C)(C)C	i	0.79
CCOC(=O)c1c(C)[nH]c(C(=O)OCC(=O)NCCc2ccc(OCC)c(OCC)c2)c1C	i	0.4
CN1C(=O)CC(c2ccccc2)CC1=O	i	-1.4
Cc1ccc2nc(N3CCN(Cc4ccc(F)cc4)C3=O)c(C)cc2c1	i	-0.39
COc1ccc(C2=NOC(C(=O)Nc3cc(C)on3)C2)cc1OC (stereo not given)	i	0.32
COc1cc(OC)cc(C(=O)NC(C)c2ccc(Br)cc2)c1 (stereo not given)	i	0.37

Screening data from PubChem.
